# Screening results as filed in PubChem BioAssay.
# H9c2 protect: cardioprotection against H2O2-induced cell death, primary screen, uHTS, H9c2 cells, ATPLite luminescence; H9c2 cardiomyocytes, H2O2 injury protection, 2 h; protection from H2O2 cell death, % at 20 µM; hit rate 0.63% among 360,000; AID 588492, 2011;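 active = compounds giving at least 50% protection of heart cells from peroxide-induced death in the single-dose screen, raw or plate-pattern-corrected value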;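 also: 0% = DMSO wells with peroxide and 100% = DMSO wells without peroxide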
# NOD2-RIPK2 inh: NOD2-RIPK2 binding disruptors in cells, primary screen, fluorescence, CHO cells, BLA complementation. hit rate 0.38% among 360,000. inhibition, % at 4.98 µM. CCF4 ratio. Receptor-interacting serine/threonine-protein kinase 2 (Homo sapiens), O43353; in the data active = inhibition above about 21%;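 also: 0% = vehicle only and 100% = reference blocker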
# Target sequence (O43353 whole entry, looked up): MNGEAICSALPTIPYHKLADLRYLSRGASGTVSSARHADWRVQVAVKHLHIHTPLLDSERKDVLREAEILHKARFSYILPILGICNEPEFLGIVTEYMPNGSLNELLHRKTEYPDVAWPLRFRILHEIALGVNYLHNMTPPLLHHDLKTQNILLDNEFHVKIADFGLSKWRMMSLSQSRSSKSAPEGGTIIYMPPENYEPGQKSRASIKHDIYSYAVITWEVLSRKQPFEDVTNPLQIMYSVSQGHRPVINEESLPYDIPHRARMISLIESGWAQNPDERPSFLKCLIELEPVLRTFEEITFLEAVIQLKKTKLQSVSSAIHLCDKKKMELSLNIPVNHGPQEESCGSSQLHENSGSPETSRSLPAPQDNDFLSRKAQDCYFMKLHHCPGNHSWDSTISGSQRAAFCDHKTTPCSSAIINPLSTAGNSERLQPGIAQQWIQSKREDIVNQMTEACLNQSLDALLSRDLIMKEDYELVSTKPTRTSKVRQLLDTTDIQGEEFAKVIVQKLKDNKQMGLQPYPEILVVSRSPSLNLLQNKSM
# MC4R barr agon: MC4R agonists recruiting beta-arrestin, primary screen, cell-based, luminescence, agonist arm of biased-ligand search; Melanocortin receptor 4 (Homo sapiens), P32245; U2OS MC4R beta-arrestin complementation; percent of melanotan II response, DMSO zero; AID 540308, 2011; hit rate 0.98% among 360,000; activation, % at 8.9 µM;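 active = activation above a per-plate cutoff, the mean activation of sample wells on that plate plus 3 SD, cut at about 8% in these data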
# ABHD5-PLIN5 inh: ABHD5-PLIN5 interaction inhibitors, primary screen, cell lysate, split luciferase complementation, luminescence. hit rate 0.78% among 360,000. Split G. princeps luciferase complementation, 4 h. inhibition, % at 4 µM. Perilipin-5 (Homo sapiens) + 1-acylglycerol-3-phosphate O-acyltransferase ABHD5 (Homo …;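 active = inhibition above the mean inhibition across every tested compound plus 3 SD, cut at about 22% in these data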;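 also: 0% = DMSO only wells and the 100% control is not disclosed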
# HTR2A ag: mouse Htr2a agonists via beta-arrestin recruitment, primary screen, cell-based, luminescence | 5-hydroxytryptamine receptor 2A (Mus musculus), P35363 | CHO-K1 mHTR2A beta-arrestin complementation; percent of 30 µM serotonin response | activation, % at 7.6 µM | hit rate 0.66% among 360,000 | AID 624169, 2012;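 active = activation above a run cutoff, the mean activation of all tested compounds plus 3 SD, cut at about 14% in these data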;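 also: 0% = plate median of compound wells and 100% = 30 µM serotonin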
# Target sequence (P35363 whole entry, looked up): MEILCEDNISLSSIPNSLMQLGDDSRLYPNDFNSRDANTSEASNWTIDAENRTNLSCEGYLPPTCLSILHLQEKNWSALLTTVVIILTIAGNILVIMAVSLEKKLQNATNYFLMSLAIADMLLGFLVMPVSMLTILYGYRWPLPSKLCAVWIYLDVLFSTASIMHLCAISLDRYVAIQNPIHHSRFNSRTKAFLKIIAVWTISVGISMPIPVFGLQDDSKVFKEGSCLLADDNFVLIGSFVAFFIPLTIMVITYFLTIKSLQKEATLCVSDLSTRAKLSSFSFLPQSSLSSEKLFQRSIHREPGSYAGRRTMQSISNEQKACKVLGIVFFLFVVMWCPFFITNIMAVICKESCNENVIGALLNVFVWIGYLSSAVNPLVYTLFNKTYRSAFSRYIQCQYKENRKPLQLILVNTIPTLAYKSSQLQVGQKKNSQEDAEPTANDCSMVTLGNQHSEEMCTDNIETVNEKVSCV
# N-glyco inh: increase of ERlucT glycosylation luciferase signal, primary screen, N-linked glycosylation inhibitor project, D54 ERlucT cells, luminescence, set 2; reporter increase, % at 12.5 µM; AID 588692, 2011; D54 ERlucT glycosylation luciferase reporter, 24 h; percent of 100 nM tunicamycin response; hit rate 0.23% among 360,000;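 active = mean luciferase reporter signal, scaled so untreated is 0 and the glycosylation-blocking control 100, at or above a set limit in every replicate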;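 also: luciferase carries N-glycosylation sites so blocking glycosylation raises the light; 0% = median of neutral control wells and 100% = median of 100 nM tunicamycin wells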
# NCOA2 inhibitor: inhibition of GAL4-SRC2 driven luciferase reporter, primary screen, SRC2 inhibitor project, cell-based, luminescence; Nuclear receptor coactivator 2 (Homo sapiens), Q15596; HEK293 GAL4-SRC2 luciferase reporter; inhibition, % at 9 µM; hit rate 0.17% among 370,000; AID 651957, 2012;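 active = inhibition above the mean inhibition of all tested compounds plus 3 SD, set per campaign, cut at about 52% in these data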;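 also: 0% = DMSO treated cells and 100% = cells given Gossypol at 36 µM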
# ABCB6 inh 2: ABCB6 transporter inhibitors, primary screen, K562-ABCB6 cells, flow cytometry, MLPCN library | fluorescence ratio to DMSO, % at 10 µM | K562-ABCB6 porphyrin accumulation, 1 h; stronger effect = lower value | AID 602162, 2011 | ATP-binding cassette sub-family B member 6 (Homo sapiens), Q9NP58 | hit rate 0.19% among 360,000;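 active = fluorescence ratio to DMSO below 75%, the collection mean minus 3 SD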;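 also: signal is porphyrin accumulated inside mitochondria; 100% equals median channel fluorescence of DMSO control wells; lower ratio means ABCB6 inhibition with less porphyrin fluorescence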
# MC4R antagonist: MC4R antagonists of cAMP signaling, primary screen, cell-based, TR-FRET, antagonist arm of biased-ligand search. Melanocortin receptor 4 (Homo sapiens), P32245. MC4R-expressing cells, MTII-stimulated cAMP, LANCE TR-FRET. inhibition, % at 6.5 µM. hit rate 0.48% among 360,000. AID 540295, 2011;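 active = inhibition above its plate's cutoff, the mean of tested wells on that plate plus 3 SD, cut at about 29% in these data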;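 also: 0% = Melanotan II alone and 100% = Melanotan II plus saturating MCL0020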
#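 material = U2OS cells stably expressing human melanocortin 4 receptor (MC4R) | also added = Melanotan II challenge | dosing = single nominal compound dose of 6.5 µM | detection = TR-FRET with Eu-cAMP and labeled anti-cAMP, 671 nm | replication = singlicate | timing = compound 30 min, challenge 1 h, detection 1 h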
# TLR9-MyD88 block: inhibitors of TLR9-MyD88 association in cells, primary screen, cell-based, CHO, BLA complementation, fluorescence; Toll-like receptor 9 (Homo sapiens) + Myeloid differentiation primary response protein …; CCF4 FRET ratio; inhibition, % at 4.98 µM; hit rate 0.21% among 340,000; AID 504734, 2011;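 active = inhibition above the mean over all tested compounds plus 3 SD, cut at about 21% in these data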;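 also: 0% = DMSO only wells and 100% = clavulanate BLA inhibitor control wells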
# The depositor's hits bear a star; / = no result given. Only part of the results is shown. The share of hits here may be higher or lower than overall.
SMILES,H9c2 protect,NOD2-RIPK2 inh,MC4R barr agon,ABHD5-PLIN5 inh,HTR2A ag,N-glyco inh,NCOA2 inhibitor,ABCB6 inh 2,MC4R antagonist,TLR9-MyD88 block
O=C(C[C@H]1C/C=C\C[C@H](NC(=O)OCC2c3ccccc3-c3ccccc32)C(=O)OC[C@@H]2CCCN2C1=O)NCCO,-6,4,-1.1,3,6,1,-5,100,2,2
Cc1ccc(N2CC(O)CSC2=Nc2ccccc2)cc1 (stereo not given),-2,-2,-1.4,-9,-4,5,11,96,-5,-6
Cc1[nH]c2ccccc2c1CCN(Cc1cccs1)C(=S)Nc1ccccc1,-6,11,2.0,-11,6,-4,-2,99,-6,-6
Clc1ccc(SCc2csc(N3CCOCC3)n2)cc1,-7,1,-2.2,-5,10,0,-3,96,11,3
CCc1c(O)nc(SCC(=O)Nc2cc(C)on2)n(-c2ccccc2)c1=O,-1,-7,-0.2,0,0,2,-3,102,-6,-7
O=S(=O)(c1ccc2c(c1)C(=NO)c1cc(S(=O)(=O)N3CCCCC3)ccc1-2)N1CCCCC1,-4,-2,-2.0,-2,3,-14,-22,72*,26,2
Cc1cccc(NC(=O)C2CCCN(c3cnccn3)C2)c1 (stereo not given),-2,-8,-2.1,4,-12,0,6,94,3,7
COc1ccc(S(=O)(=O)NCC(c2ccc(C)cc2)N2CCN(C)CC2)cc1OC (stereo not given),-6,-7,-2.2,2,-5,-2,13,97,1,-4
COc1ccc(S(=O)(=O)N2CCN(Cc3ccc4c(c3)OCO4)CC2)cc1F,-6,5,-1.9,1,-3,-3,12,94,1,-10
Clc1cccc(CNc2ccn3nc(-c4ccc(OCCN5CCOCC5)cc4)cc3n2)c1,1,3,4.1,9,-13,0,-3,85,22,/
Nc1c(Br)cc(Br)c2c1-c1ccc([N+](=O)[O-])cc1C2,-3,-9,-0.2,-2,14,10,-15,120,-7,0
Cc1nc(N(C)C)c2sc(=S)n(-c3ccccc3)c2n1,-11,-5,0.8,2,-1,6,-13,239,22,-1
Cc1ccc(S(=O)(=O)CCC(=O)N2CCN(c3ccc(Cl)cc3)CC2)cc1,-15,-2,0.4,2,1,1,15,90,-1,-4
COc1cccc(/C=C2\SC(=S)N(N3C(=O)CCCC3=O)C2=O)c1,4,1,-1.4,0,-1,-1,9,97,1,0
Cc1ccc(-n2nnc(-c3cccnc3Cl)n2)cc1,-29,4,1.6,1,-4,-12,-57,95,-3,-4
CC(=O)Nc1ccc(C(=O)N(C)C(C(=O)Nc2ccc(C)cc2)c2ccccn2)cc1 (stereo not given),3,1,-0.1,-3,-4,2,12,100,13,6
CC(C)OCCCn1c(-c2ccco2)nc2nc3ccccc3nc21,18,-8,0.8,15,4,-2,4,134,19,12
CCOc1ccc(OCc2cccc(C(=O)N3CCCC3)c2)cc1,-16,6,2.3,-9,0,-9,-43,102,1,0
Cc1ccc(-c2cnc(C3CC3)o2)cc1S(=O)(=O)Nc1ccccc1,-6,0,-0.1,-1,-2,20,/,92,-7,-5
CCOC(=O)N1CCN(C(=O)c2cn(CCOC)c(=O)c3c2c2ccccc2n3C)CC1,13,-11,-1.7,-3,9,1,-25,104,11,4
O=C(Cc1c[nH]c2ccccc12)N/N=C/c1ccc(F)cc1,0,11,-0.9,-2,-1,4,-17,95,-1,7
COCCN(Cc1ccccc1)C(=O)c1ccc2c(c1)NC(=O)CS2,3,-9,-1.6,-1,6,3,-14,100,-5,-6
O=C(NCc1ccc(Cl)cc1)N1CCc2ccccc2C1,-4,-4,-0.8,-1,-4,3,-53,170,3,2
COc1ccc2[nH]c(=O)c(CN(CCN3CCCC3)C(=O)Nc3ccccc3Cl)cc2c1,19,1,-1.4,3,6,-12,26,117,-2,3
Cc1cccnc1-n1c(CCN2C(=O)c3ccccc3C2=O)nc2ccccc2c1=O,-1,-69,-1.7,6,4,-2,-17,108,-6,8
# New compounds follow:
SMILES,H9c2 protect,NOD2-RIPK2 inh,MC4R barr agon,ABHD5-PLIN5 inh,HTR2A ag,N-glyco inh,NCOA2 inhibitor,ABCB6 inh 2,MC4R antagonist,TLR9-MyD88 block
O=C(CSc1nnc(CNC(=O)c2c(F)cccc2F)o1)NCc1ccccc1Cl,-1,0,1.7,7,1,0,-10,103,-2,-2
O=C1/C(=C/c2ccccc2Cl)SC(=S)N1CCCC(=O)N(CCO)c1ccccc1,-14,2,-0.5,19,-3,3,28,99,22,-3
O=C(CSc1nc(Cc2ccccc2)nc2ccccc12)Nc1ccc2c(c1)OCCO2,-4,-5,14*,-4,-1,-3,15,102,-1,-5
Cc1nc2ccccc2nc1N1CCOCC1,-4,0,-2.6,-1,-2,2,-11,101,-5,-8
Cn1cccc1/C=N/NC(=O)c1ccco1,-1,-6,2.6,-7,0,0,-18,94,4,-9
Cn1cnnc1SCC(=O)Nc1sc2c(c1C#N)CCCCC2,0,-5,-0.9,-2,1,0,-4,103,2,1
O=C(Nc1ccc(N2CCN(C(=O)c3ccco3)CC2)cc1)c1ccc([N+](=O)[O-])cc1Cl,3,-4,-1.9,-2,0,-8,16,100,6,-1
COc1ccc(NC(=O)C(c2ccc(OC)cc2)N(Cc2ccco2)C(=O)CC2NC(=O)NC2=O)cc1 (stereo not given),4,-2,-0.1,-3,0,2,5,103,18,-8
CCN1CCN(c2cc(C)c3cc(NC(=O)c4ccc(OC)c(OC)c4)ccc3n2)CC1,30,-10,-0.2,-6,-3,8,-24,103,1,-2
CC(=O)N(Cc1ccccc1)c1c(N)nc(N)[nH]c1=O,0,-3,2.5,4,-5,1,6,99,-2,-5
O=C(CN1C(=O)C2(OCCO2)c2ccccc21)c1ccc(Cl)cc1,-3,-1,-0.5,14,0,-5,-7,104,-10,7
COc1cccc(-c2cnc(C(O)c3cccc(CN4CCCCC4)c3)[nH]2)c1 (stereo not given),-2,1,0.6,-4,-2,1,-8,102,-2,/
COc1ccc(N(Cc2ccccc2)C(=O)CSc2nnc(Cn3nnc4ccccc43)o2)cc1,-8,-3,2.0,3,-1,-3,-2,95,6,1
COc1cccc(C2c3c(oc4ccc(Cl)cc4c3=O)C(=O)N2c2cc(C)on2)c1OC (stereo not given),7,5,-0.9,-1,-3,1,12,94,-1,-10
COC(=O)c1ccc(C2=NOC(C)(c3nnc(Cc4ccccc4)o3)C2)cc1 (stereo not given),-6,-6,-1.8,6,-1,2,-49,89,8,0
O=C(OC1Cn2c(=O)ccc(=O)n2C1)c1ccccc1,3,-11,-0.2,2,2,-1,-7,100,15,-5
COc1ccc(NC(=O)Cc2c[nH]c3ccccc23)cc1S(=O)(=O)N1CCCCC1,12,-6,2.8,-5,-5,-4,-4,98,3,-2
Cc1ccc(CN2C(=O)CCC2C(=O)N2CCN(c3ccc(F)cc3)CC2)cc1 (stereo not given),14,-3,-1.5,-2,-9,3,-15,105,-3,-1
O=C(N/N=C\c1ccc(O)c([N+](=O)[O-])c1)C1COc2ccccc2O1 (stereo not given),5,-44,-1.3,11,0,0,7,100,9,-15
Fc1ccc(-c2nnn(Cc3ccccc3Cl)n2)cc1,-11,-2,1.7,2,7,-1,-23,99,12,-6
COc1ccc(CCc2ccc3cc(OC)ccc3n2)cc1,0,-10,-1.3,-2,3,0,-13,84,-3,2
C=CCN(c1ccccc1Cl)S(=O)(=O)c1cccc(C(=O)OCC(=O)N(C)C2CCS(=O)(=O)C2)c1 (stereo not given),2,-8,1.2,0,7,0,-14,69*,0,0
COCc1nnc(NC(=O)c2ccc(NC(C)=O)cc2)s1,8,-1,-2.9,-5,-2,2,-20,98,-4,0
CCN(C)C1CN(Cc2cn(Cc3ccc(F)cc3)nn2)S(=O)(=O)C1 (stereo not given),/,-2,/,-1,6,/,3,99,/,/
CC1(C)CC(C(N)=S)CCO1 (stereo not given),2,4,-1.7,2,2,-1,5,91,-5,2
# New compounds follow.
SMILES,H9c2 protect,NOD2-RIPK2 inh,MC4R barr agon,ABHD5-PLIN5 inh,HTR2A ag,N-glyco inh,NCOA2 inhibitor,ABCB6 inh 2,MC4R antagonist,TLR9-MyD88 block
C#CC[N+]1(CC#Cc2cccc3ccccc23)CCOCC1,-5,-9,-2.2,7,3,8,13,97,-1,/
CCCN(C(=O)COC(=O)c1[nH]c(C)c(C(=O)OC)c1C)c1c(N)n(Cc2ccccc2)c(=O)[nH]c1=O,9,1,-3.0,4,-7,1,4,94,11,-18
CCC(=O)n1nc(NCc2ccc(OC)c(OC)c2)nc1NCc1ccc(OC)c(OC)c1,-5,3,-1.4,1,3,0,-14,89,-3,3
CCc1nnc(NC(=O)CCCSc2nc3ccccc3[nH]2)s1,42,2,1.6,1,0,3,-12,97,8,-2
O=C(O)CSCC(=O)N1CCN(S(=O)(=O)c2cc(Cl)cc(Cl)c2)CC1,1,-6,-0.4,-2,0,0,-13,99,6,9
COC(=O)[C@H](CCSC)NC(=O)Cn1cnc(C(=O)Nc2ccc(C)c(C)c2)n1,-30,2,-1.1,-7,3,-1,-22,109,0,-3
O=C(CN1CCN(Cc2ccccc2)CC1)Nc1ccc(S(=O)(=O)N2CCOCC2)cc1,0,4,0.8,-2,-6,4,-14,102,7,-2
Cc1cc2cc(CNC(=S)NC3CCCCC3)ccc2[nH]1,-15,-7,-2.9,1,-6,-1,-15,96,11,-24
O=C(/C=C/c1cccs1)c1cc(F)ccc1OC(=O)N1CCOCC1,5,-5,0.2,1,-6,3,6,100,20,-8
O=C(NCc1ccco1)C1CCCN1C(=O)Nc1ccc(Br)cc1 (stereo not given),-2,4,-2.2,0,-9,1,6,99,16,6
COc1ccc(Cc2c(C3CCCCC3)nc3c(C)cc(Br)cn23)c(C)c1,-7,7,/,-9,-4,2,-14,89,/,/
Cc1cc2c(=O)n(NC(N)=O)c(C)nc2s1,-3,4,-1.5,3,-2,0,-3,88,-4,-7
CCN(CC(=O)Nc1ccc(NC(C)=O)cc1)C(=O)c1ccc(COc2ccc(C(C)(C)C)cc2)cc1,-22,5,-0.9,-9,-1,-5,20,93,2,-1
O=C(Nc1ccc(N2CCOCC2)c([N+](=O)[O-])c1)c1ccco1,-2,-11,2.5,14,-2,0,-54,99,-13,-3
CN(C)c1cccc(C(=O)NCc2ccc(Cl)cc2)c1,0,5,-0.2,2,-2,0,-12,103,6,-11
